Screens deposited in PubChem by The Scripps Research Institute Molecular Screening Center.
PAFAH2 FP inh: PAFAH2 enzyme inhibitors, primary screen, biochemical, fluorescence polarization, human; Platelet-activating factor acetylhydrolase 2, cytoplasmic (Homo sapiens), Q99487; recombinant PAFAH2, FP-rhodamine activity probe; inhibition, % at 3.39 µM; actives 0.99% (n = 340,000); AID 492956, 2010;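 active = inhibition above the mean over all tested compounds plus 3 SD, cut at about 30% in these data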;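 also: inhibitors block probe labeling of enzyme so polarization drops; 0% = enzyme with DMSO and 100% = wells lacking PAFAH2 protein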
EBNA-1 inhibitor: EBNA-1 DNA-binding inhibitors, primary screen, biochemical, fluorescence polarization; inhibition, % at 14.8 µM; actives 0.34% (n = 300,000); AID 1950, 2009; in the data active = inhibition above about 28%
PAFAH1B3 FP inh: PAFAH1B3 enzyme inhibitors, primary screen, biochemical, fluorescence polarization, human; Platelet-activating factor acetylhydrolase IB subunit alpha1 (Homo sapiens), Q15102; recombinant PAFAH1B3, FP-rhodamine probe; inhibition, % at 3.39 µM; actives 0.28% (n = 340,000);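 active = inhibition above the screen-wide average of all tested compounds plus 3 SD, cut at about 25% in these data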;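 also: 0% = enzyme with DMSO only and 100% = wells lacking PAFAH1B3 protein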
Target sequence (Q15102 whole entry, looked up): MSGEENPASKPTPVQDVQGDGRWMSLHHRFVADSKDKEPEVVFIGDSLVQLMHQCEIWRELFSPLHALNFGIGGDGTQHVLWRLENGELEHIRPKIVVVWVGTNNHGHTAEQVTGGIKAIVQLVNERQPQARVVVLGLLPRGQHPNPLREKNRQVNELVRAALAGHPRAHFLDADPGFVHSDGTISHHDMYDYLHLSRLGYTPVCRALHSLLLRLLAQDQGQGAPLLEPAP
PAD4 FP inh: human PAD4 inhibitors, primary screen, biochemical, fluorescence polarization, 1536-well format | Protein-arginine deiminase type-4 (Homo sapiens), Q9UM07 | recombinant PAD4, RCA probe fluorescence polarization | inhibition, % at 6.36 µM | actives 0.41% (n = 330,000) | AID 485272, 2010;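 active = percent inhibition above a cutoff equal to the mean of all tested compounds plus 3 SD, cut at about 15% in these data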;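 also: 0% = PAD4 with RCA probe and DMSO and 100% = probe without PAD4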
GSTO1 counter: inhibitors of recombinant GSTO1, primary screen, counter-screen for RBBP9 inhibitor project, biochemical, fluorescence polarization. inhibition, % at 5.96 µM. actives 1.1% (n = 300,000). AID 1974, 2009. activity-based probe fluorescence polarization. Glutathione S-transferase omega-1 (Homo sapiens), P78417;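 active = inhibition above the campaign mean inhibition plus 3 SD, cut at about 35% in these data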;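 also: 0% = GSTO1-1 with DMSO and 100% = wells lacking GSTO1-1 enzyme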
LYPLA2 inh: LYPLA2 inhibitors, primary screen, counter-screen for PME1 inhibitor project, biochemical, fluorescence polarization, FP-Rh probe ABPP; Acyl-protein thioesterase 2 (Homo sapiens), O95372; recombinant LYPLA2; inhibition, % at 5.9 µM; actives 0.38% (n = 320,000); AID 2177, 2009;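 active = inhibition above the screen-wide mean plus 3 SD, limit set per campaign, cut at about 26% in these data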;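 also: 0% = LYPLA2 with DMSO and 100% = wells lacking LYPLA2 enzyme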
LYPLA1 counter: LYPLA1 inhibitors, primary screen, counter-screen for PME1 inhibitor project, biochemical, fluorescence polarization, FP-Rh probe ABPP. Acyl-protein thioesterase 1 (Homo sapiens), O75608. recombinant LYPLA1. inhibition, % at 5.9 µM. actives 0.16% (n = 320,000);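 active = inhibition above the mean of all tested compounds plus 3 SD, set per campaign, cut at about 14% in these data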;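 also: inhibitors block serine hydrolase probe labeling of LYPLA1 so polarization falls; 0% = enzyme with DMSO and 100% = wells lacking LYPLA1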
ZTA DNA inh: ZTA (EBV) inhibition in EBNA-1 counter-screen | P03206 | ZTA-DNA binding, fluorescence polarization | inhibition, % at 11 µM | actives 0.15% (n = 320,000); in the data active = inhibition above about 33%
PREPL inh: PREPL enzyme inhibitors, primary screen, biochemical, fluorescence polarization; recombinant PREPL, fluorescence polarization activity-based probe; Prolyl endopeptidase-like (Homo sapiens), Q4J6C6; actives 0.68% (n = 320,000); inhibition, % at 5.96 µM; in the data active = inhibition above about 43%;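 also: 0% = enzyme with DMSO and 100% = wells lacking enzyme; many of its hits are not listed in these tables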
Target sequence (Q4J6C6 whole entry, looked up): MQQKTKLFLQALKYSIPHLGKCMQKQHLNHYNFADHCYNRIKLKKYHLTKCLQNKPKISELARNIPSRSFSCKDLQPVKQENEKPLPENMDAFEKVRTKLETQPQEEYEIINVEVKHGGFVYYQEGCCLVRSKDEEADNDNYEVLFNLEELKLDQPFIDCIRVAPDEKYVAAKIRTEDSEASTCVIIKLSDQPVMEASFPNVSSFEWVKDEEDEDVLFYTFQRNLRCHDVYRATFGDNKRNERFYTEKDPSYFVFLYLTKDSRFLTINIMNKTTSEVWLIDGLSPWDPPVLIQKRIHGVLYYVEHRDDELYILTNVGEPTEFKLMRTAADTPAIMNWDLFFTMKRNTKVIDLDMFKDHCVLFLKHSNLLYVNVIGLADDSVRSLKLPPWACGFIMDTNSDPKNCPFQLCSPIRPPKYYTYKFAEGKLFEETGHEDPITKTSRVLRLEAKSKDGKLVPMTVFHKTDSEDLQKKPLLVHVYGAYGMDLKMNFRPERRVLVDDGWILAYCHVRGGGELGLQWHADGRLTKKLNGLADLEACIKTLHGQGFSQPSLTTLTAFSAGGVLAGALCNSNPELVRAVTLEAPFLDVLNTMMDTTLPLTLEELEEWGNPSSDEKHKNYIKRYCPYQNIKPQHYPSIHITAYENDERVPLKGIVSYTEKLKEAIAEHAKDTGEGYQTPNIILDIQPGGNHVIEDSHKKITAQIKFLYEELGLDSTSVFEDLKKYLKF
Active calls of the source: *; x = no result given. A portion of the library (hit frequency here may not be typical).

SMILES	PAFAH2 FP inh	EBNA-1 inhibitor	PAFAH1B3 FP inh	PAD4 FP inh	GSTO1 counter	LYPLA2 inh	LYPLA1 counter	ZTA DNA inh	PREPL inh
Nc1c(-c2ccc(Cl)cc2)cnc2c(-c3ccc(F)cc3)cnn12	6	-4	9	2	-1	0	-6	-4	10
Cc1onc(C(=O)NCc2cccs2)c1[N+](=O)[O-]	2	19	2	3	20	4	3	9	7
O=C(Cc1c(F)cccc1Cl)Nc1cccnc1	2	0	3	-2	1	0	1	15	-3
COc1ccc(CNC(=O)[C@H](Cc2c[nH]c3ccccc23)NC(=O)[C@@H]2Cc3ccccc3CN2)cc1	14	-9	5	-6	6	-6	-6	0	6
CN(Cc1ccno1)Cc1cn(Cc2ccccc2)nc1-c1ccc2c(c1)OCO2	3	9	3	-8	0	-3	-2	8	8
c1ccc(N2CCN(c3ncnc4c3oc3ccccc34)CC2)cc1	-1	-5	3	4	-5	20	-10	1	34
Cc1oc2ccc(O)cc2c1C(=O)c1ccc(Cl)cc1	1	4	-6	-1	-3	-2	2	3	-6
O=C(c1cc2ccccc2oc1=O)N1CCN(C(=O)C2CCCO2)CC1 (stereo not drawn)	-8	11	7	0	-4	1	0	9	-1
COc1ccc(-c2cc3n(n2)CCc2nc4ccccc4n2-3)cc1	2	3	1	1	-18	0	-7	19	7
O=Cc1cn(-c2ccccc2)nc1-c1cc2ccccc2oc1=O	1	7	1	-2	3	0	1	16	4
Cc1ccc(S(=O)(=O)/N=C/N(C)C)cc1	1	10	3	-4	7	6	-1	-5	12
Cc1nc([N+](=O)[O-])c(Sc2nc3ccccc3n2C)n1Cc1ccccc1	-1	1	4	7	-2	-5	-1	2	2
COc1ccc(C(=O)Oc2ccc(/C=N/NC(=O)Cc3ccc([N+](=O)[O-])cc3)cc2)cc1	17	-5	1	1	5	3	3	5	-2
CC(=O)N1CCN(c2ccc(NC(=O)c3ccc4c(c3)OCCO4)cc2)CC1	4	-6	-3	-3	0	5	1	-4	6
CCC(/C=N/Nc1ccc(S(=O)(=O)N2CCCC2)cc1[N+](=O)[O-])CC	1	-12	5	-3	5	7	2	0	3
O=C(N/N=C/c1ccc(OC(=O)c2ccc([N+](=O)[O-])cc2)cc1)c1cccnc1	4	0	7	-1	4	-5	-1	-5	5
COc1ccccc1NS(=O)(=O)c1cc2c3c(c1)CC(=O)N3CCC2	5	4	11	1	-10	4	4	8	2
CC(=O)Cc1nsc(Nc2ccc(F)cc2)n1	0	-1	5	-1	3	2	3	-9	-4
CCCCc1c(C)c2cc(C)ccc2[nH]c1=O	1	4	6	-1	0	-1	1	10	4
CC(C)C(=O)NC(=S)N1CCc2ccccc21	-2	-10	-1	-2	-1	2	-3	4	11

Copied from the list.
EBNA-1 inhibitor with Cc1nc([N+](=O)[O-])c(Sc2nc3ccccc3n2C)n1Cc1ccccc1 : 1
LYPLA2 inh with Cc1oc2ccc(O)cc2c1C(=O)c1ccc(Cl)cc1 : -2
PAFAH2 FP inh with CN(Cc1ccno1)Cc1cn(Cc2ccccc2)nc1-c1ccc2c(c1)OCO2 : 3
LYPLA1 counter with CC(=O)Cc1nsc(Nc2ccc(F)cc2)n1 : 3
ZTA DNA inh with O=Cc1cn(-c2ccccc2)nc1-c1cc2ccccc2oc1=O : 16
PAFAH1B3 FP inh with O=C(N/N=C/c1ccc(OC(=O)c2ccc([N+](=O)[O-])cc2)cc1)c1cccnc1 : 7

Some of these compounds in order of the PAD4 FP inh value, lowest first:
SMILES	PAD4 FP inh
O=C(Cc1c(F)cccc1Cl)Nc1cccnc1	-2
CC(=O)Cc1nsc(Nc2ccc(F)cc2)n1	-1
Cc1onc(C(=O)NCc2cccs2)c1[N+](=O)[O-]	3

Entries from the list above that contain a furan ring, fused or not:
SMILES	PAFAH2 FP inh	EBNA-1 inhibitor	PAFAH1B3 FP inh	PAD4 FP inh	GSTO1 counter	LYPLA2 inh	LYPLA1 counter	ZTA DNA inh	PREPL inh
c1ccc(N2CCN(c3ncnc4c3oc3ccccc34)CC2)cc1	-1	-5	3	4	-5	20	-10	1	34
Cc1oc2ccc(O)cc2c1C(=O)c1ccc(Cl)cc1	1	4	-6	-1	-3	-2	2	3	-6

Later entries.
SMILES	PAFAH2 FP inh	EBNA-1 inhibitor	PAFAH1B3 FP inh	PAD4 FP inh	GSTO1 counter	LYPLA2 inh	LYPLA1 counter	ZTA DNA inh	PREPL inh
COc1ccc(C2CC(C(F)(F)F)n3nc(C(=O)NCCCn4ccnc4)cc3N2)cc1OC (stereo not drawn)	5	5	6	-3	5	4	1	-3	10
Cc1ccc2nc3c(cc(C(=O)NC4CCS(=O)(=O)C4)n3Cc3ccccc3)c(=O)n2c1 (stereo not drawn)	3	11	1	4	-6	0	-2	6	-4
COC(=O)C1C(=O)C2=C(CC1C)NC(C)=C(C(=O)OC(C)C)C2c1ccc(OC)c(O)c1 (stereo not drawn)	2	8	-2	-4	-1	-8	1	-10	1
Cc1sc2nc(SCC(=O)N3CCCC3)[nH]c(=O)c2c1C	7	-5	7	-2	-11	5	6	10	-5
Cc1cc(O)c(C(C)C)cc1N=Cc1ccccc1O	-1	10	5	-7	54*	2	-1	-3	-1
COc1ccccc1CCC(=O)Nc1ccc(S(=O)(=O)Nc2nccs2)cc1	5	2	6	-2	-7	1	-1	10	1
N#Cc1ccccc1Cn1cc(C#N)c2ccccc21	-1	-5	0	1	2	2	3	2	-11
Clc1ccc(Nc2ncn[nH]2)c(Cl)c1	6	-7	4	-3	-6	-8	1	-20	-14
CC(=O)Nc1ccc(N2Cc3ccccc3C2)cc1	-2	1	7	-14	5	-4	4	-22	10
Cc1c(C)n(Cc2ccccc2)c2ncnc(Cl)c12	-8	9	0	1	3	9	-2	-9	15
NC(=O)c1ccsc1NC(=O)COC(=O)c1ccccc1NCc1ccco1	-2	9	3	-4	-6	-5	-1	12	-6
Cc1ccc(OCC(=O)N2CCN(C(=O)c3ccc([N+](=O)[O-])cc3)CC2)cc1	1	1	5	-1	1	11	1	-5	11
CCOc1ccc(/C(O)=C2/C(=O)C(=O)N(CCOCCO)C2c2ccc(F)cc2)cc1 (stereo not drawn)	-12	-11	13	-8	-3	11	5	-19	7
COc1ccccc1-c1cc(C(=O)NCc2ccc(F)cc2)no1	2	-10	2	-4	-1	-3	-7	-1	13
CCNC(=O)n1nccc1C(C)Oc1ccc(Cl)cc1 (stereo not drawn)	7	12	1	2	-2	-6	-2	22	-4
CCOC(=O)c1c(C)[nH]c(C(=O)COC(=O)C(C)N2C(=O)C3CCCCC3C2=O)c1C (stereo not drawn)	-9	3	-3	2	8	0	0	-16	21
COc1ccc(N(C(=O)c2ccc(S(=O)(=O)N3CCCC3)cc2)C2C=CS(=O)(=O)C2)cc1 (stereo not drawn)	-6	0	-1	-9	1	6	-4	-7	7
CCSC1=N/C(=C\c2cccc(F)c2)C(=O)S1	24	7	7	-5	0	-11	-2	8	-4
COc1ccc(C(=O)c2c(C)c3ccccc3n2CC(O)CNC(C)C)cc1 (stereo not drawn)	6	2	1	1	7	-2	-4	-2	11
CCN(c1ccc(NC(=O)COC(=O)CCc2nc3ccccc3n2-c2ccccc2)cc1)C(C)C	7	-14	5	-2	6	11	1	3	10

Next part, starting with the last 4 of the part before.
SMILES	PAFAH2 FP inh	EBNA-1 inhibitor	PAFAH1B3 FP inh	PAD4 FP inh	GSTO1 counter	LYPLA2 inh	LYPLA1 counter	ZTA DNA inh	PREPL inh
COc1ccc(N(C(=O)c2ccc(S(=O)(=O)N3CCCC3)cc2)C2C=CS(=O)(=O)C2)cc1 (stereo not drawn)	-6	0	-1	-9	1	6	-4	-7	7
CCSC1=N/C(=C\c2cccc(F)c2)C(=O)S1	24	7	7	-5	0	-11	-2	8	-4
COc1ccc(C(=O)c2c(C)c3ccccc3n2CC(O)CNC(C)C)cc1 (stereo not drawn)	6	2	1	1	7	-2	-4	-2	11
CCN(c1ccc(NC(=O)COC(=O)CCc2nc3ccccc3n2-c2ccccc2)cc1)C(C)C	7	-14	5	-2	6	11	1	3	10
CC(C)(C)OC(=O)NCCC(=O)N/N=C/c1cccc2cccnc12	7	-7	5	-3	-6	4	1	4	3
Cc1ccc([N+](=O)[O-])cc1NC(=S)NC(=O)c1cccnc1	6	-7	4	-5	0	4	-1	-3	-3
O=C(O)c1cc(-c2ccccc2)n(-c2ccc(Cl)cc2Cl)n1	-3	-19	11	-1	1	1	-2	4	-28
O=C(Nc1c(S(=O)(=O)c2ccccc2)csc1Br)c1ccccc1Cl	x	0	x	-6	-8	-7	0	9	19
CCCn1c(SCC(=O)Nc2ccccc2-c2ccccc2)nnc1-c1ccoc1C	0	-7	7	-2	12	-2	0	2	5
O=C(NCCN1CCOCC1)c1ccc(CS(=O)c2ccccc2Cl)o1 (stereo not drawn)	4	8	-8	0	-5	-5	-3	4	6
COc1ccc(OC)c(C2C(C(=O)Nc3ccccc3OC)=C(C)Nc3nc(CCCO)nn32)c1 (stereo not drawn)	6	-6	3	-5	0	-1	-1	-14	12
CCOC(=O)c1oc2ccc3c(c2c1C)C(=O)CC1(CCN(C(=O)OCC)CC1)O3	5	-1	1	1	4	2	2	10	-9
CC(C)N(C(=O)COC(=O)c1cc(Cl)cc(Cl)c1N)C(C)C	3	3	-1	2	-1	7	0	2	2
CCc1ccccc1NC(=O)CCC(=O)N1CCSc2ccccc21	9	-5	-3	-4	4	3	-3	4	4
COc1ccc(-n2nc(C(=O)NCCCN3CCCC3=O)c3c4ccccc4n(C)c3c2=O)cc1Cl	-8	3	5	-2	3	-3	-2	16	2
COc1cc2ccccc2cc1C(=O)N1CCCCC1	3	7	-3	-1	-2	1	4	4	3
Cc1cc(Cl)c(OCCOCCN2CCC(C)CC2)c(Br)c1	-2	4	6	-2	5	-1	0	-6	-3
COc1ccccc1N/N=C1\COC(C)(C)CC1=O	6	-7	-2	0	-11	1	-3	1	4
O=C(Nc1cc(-c2nc3ncccc3o2)ccc1Cl)c1ccc([N+](=O)[O-])o1	6	8	22	3	-1	3	-1	0	1
Cc1cc(C)n2nc(C(=O)NCc3ccco3)nc2n1	-3	1	-3	-4	2	1	4	10	11
CC(C)(C)c1ccc2c(c1)N(CC(=O)O)C(=O)CO2	-3	9	4	-1	-2	-4	-1	22	2
COc1ccc(CCNc2nc(N3CCOCC3)nc(N3CCOCC3)n2)cc1OC	-5	3	14	-1	3	2	1	-8	8
NC(=O)c1cccc(-c2noc(-c3ccccc3F)n2)c1	10	x	12	3	x	-1	0	-10	-7
CCCC(=O)Nc1cccc(-c2nc3ccccc3c(=O)o2)c1	-7	-3	8	6	-14	4	2	-8	3
Cn1c(=O)c2c(nc(NN=C3CCCCC3)n2C)n(C)c1=O	-2	10	0	-5	4	0	0	-15	4
